# GPR151 activ: activates the human receptor GPR151; Q8TDV0; PathHunter beta-arrestin GPR151 cells, luminescence; activation, % at 11.2 µM; actives 1% (n = 650,000); AID 1508602; in the data active = activation above about 4.9%;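 note: 0% = median of compound wells and 100% = cells with positive control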
# Target sequence (Q8TDV0 whole entry, looked up): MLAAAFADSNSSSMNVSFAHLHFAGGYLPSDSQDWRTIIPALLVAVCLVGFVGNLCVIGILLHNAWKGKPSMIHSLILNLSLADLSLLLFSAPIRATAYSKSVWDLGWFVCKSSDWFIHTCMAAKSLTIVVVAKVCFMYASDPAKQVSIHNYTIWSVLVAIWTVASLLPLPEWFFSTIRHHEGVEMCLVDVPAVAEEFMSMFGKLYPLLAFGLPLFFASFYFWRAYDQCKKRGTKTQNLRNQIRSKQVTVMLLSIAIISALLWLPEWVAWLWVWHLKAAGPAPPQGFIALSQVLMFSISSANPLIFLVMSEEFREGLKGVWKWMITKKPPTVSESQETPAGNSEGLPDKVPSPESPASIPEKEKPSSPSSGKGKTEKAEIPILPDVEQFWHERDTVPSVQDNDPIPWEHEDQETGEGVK
# MITF primary: blocks human microphthalmia-associated transcription factor; inhibition, % at 2.6 µM; AID 1259374; O75030; actives 0.91% (n = 650,000); AlphaScreen MITF homodimerization, bead proximity signal; in the data active = inhibition above about 50%;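 note: 0% = vehicle wells with protein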
# Target sequence (O75030 whole entry, looked up): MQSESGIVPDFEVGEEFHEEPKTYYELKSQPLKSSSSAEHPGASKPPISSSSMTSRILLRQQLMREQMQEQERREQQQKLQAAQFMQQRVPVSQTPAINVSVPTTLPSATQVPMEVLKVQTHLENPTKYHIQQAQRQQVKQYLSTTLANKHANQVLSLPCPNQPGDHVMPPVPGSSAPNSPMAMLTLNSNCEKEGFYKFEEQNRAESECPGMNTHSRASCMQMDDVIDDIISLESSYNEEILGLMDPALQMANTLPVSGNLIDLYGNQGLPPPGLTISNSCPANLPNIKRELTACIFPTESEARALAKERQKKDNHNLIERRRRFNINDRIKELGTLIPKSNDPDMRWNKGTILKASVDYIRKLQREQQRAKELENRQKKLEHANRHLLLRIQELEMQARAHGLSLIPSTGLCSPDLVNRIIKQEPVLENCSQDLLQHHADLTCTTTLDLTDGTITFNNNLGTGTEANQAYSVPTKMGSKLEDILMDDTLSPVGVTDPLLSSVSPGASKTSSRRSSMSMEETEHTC
# FBW7 activator: activators of human E3 ligase FBW7; actives 0.13% (n = 650,000); AlphaScreen FBW7–phospho-cyclin E peptide binding, activator screen; normalized activity (activation), % at 26.1 µM; AID 1259310; in the data active = normalized activity above about 1.9%;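 note: purified mutant Fbw7 with reduced substrate affinity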
# TEAD-YAP inh: TEAD-YAP interaction inhibition | HEK-TIYL cells, TEAD-Gal4/YAP UAS-luciferase luminescence | inhibition, % at 9.12 µM | actives 1.4% (n = 640,000); in the data active = inhibition above about 32%;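 note: 0% = median of test compound wells and 100% = reference inhibitor wells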
# Active calls of the source: *; nt = not tested or not shown; & = joins results of further samples.
# Order of results: GPR151 activ, MITF primary, FBW7 activator, TEAD-YAP inh
COC(=O)c1cccc(NC(=O)CSc2nc3cccnc3n2C)c1
    -0.3, 3, 0.0, 5
CCCCCc1ccc(-c2ccc(C(=O)Oc3ccc(C(C)=O)cc3)cc2)nc1
    0.5, -6, -0.1, 3
COc1ccc2[nH]c(C)c(CCN(C(=O)c3ccccc3F)C3(C(=O)Nc4ccccc4C)CCCC3)c2c1
    -0.4, 3, -0.1, 3
CN(C)S(=O)(=O)c1ccc(C(=O)NC(=S)Nc2sc3c(c2C#N)CCC3)cc1
    -0.5, 7, -0.1, 3
Cc1ccc(NS(=O)(=O)c2ccc3c(c2)CCCC3)cc1N1CCCCC1=O
    1.5, -13, -0.2, 20
CC(=O)c1cccc(NC(=O)COc2ccccc2C(=O)Nc2ccccc2C#N)c1
    -0.8, -9, 0.0, -4
CC(C)N(CCNc1cc(Nc2ccncn2)ncn1)C(C)C
    0.3, 5, -0.1, -1
Cc1ccccc1CSCCNS(=O)(=O)c1ccccc1
    -1.6, -9, 0.0, 1
O=C1C2C3CC(C2C(=O)N1Cc1ccccc1)C1C3N=NN1c1ccccc1[N+](=O)[O-] (stereo unspecified)
    -0.4, 1, -0.1, 5
CCOC(=O)C1=C(C)N=c2s/c(=C\c3cc(C)n(-c4ccc(C)cc4)c3C)c(=O)n2C1c1cccs1 (stereo unspecified)
    -0.6, -22, 0.2, -3
COc1ccc(CCNC(=O)c2cnn3cccnc23)cc1OC
    0.2, 4, -0.1, 1
Cc1ncc2c(c1CNC(=O)Cn1ccnc1)CCN(C(=O)Cc1cccs1)C2
    0.7, -12, -0.3, 7
Cc1cccc(NC(=O)c2ocnc2C)c1
    -2.8, 3, -0.1, -28
Oc1oc(-c2ccccc2F)nc1C=Nc1cccc(C(F)(F)F)c1
    0.4, 16, -0.2, -4
Cc1cnc(NC(=O)C(C)N2CCC(N3CCCCC3)CC2)s1 (stereo unspecified)
    0.0, 16, -0.2, -5
CCOC(=O)C1(Cc2cccc(F)c2)CCN(Cc2ccncc2)CC1
    -0.9, -5, -0.1, -11
Fc1ccc(CNc2ccnc3c(-c4ccoc4)cnn23)cc1
    -0.4, -12, -0.4, -31
C=CCn1c(=N)c(C(=O)NCCc2ccccc2)cc2c(=O)n3cccc(C)c3nc21
    -0.5, 12, 0.0, 7
Cc1ccc(NC(=O)C(=O)NCCc2ccc(Cl)cc2)c(C)c1
    0.3, -4, -0.1, -1
COc1ccc(OC)c(Nc2nc3nonc3nc2Nc2cccc(Cl)c2)c1
    -0.5, -1, 0.7, 5
COc1ccc(CCNC(=O)c2ccccc2NC(=O)C2=C(C)OCCS2)c(OC)c1
    0.9, 1, 0.0, 9
Cc1ccc(N2C(=O)CC(Sc3nc(CC(C)C)ccc3C#N)C2=O)cc1 (stereo unspecified)
    0.0, 13, 0.0, -16
Cc1ccc(S(=O)(=O)N2CCCOC2CNC(=O)C(=O)NCC(C)C)cc1 (stereo unspecified)
    -0.7, -3, 0.3, 0
COc1cc(C2C3=C(Nc4[nH]c(=O)[nH]c(=O)c42)C(=O)CC(C)(C)C3)ccc1O (stereo unspecified)
    4.8, -4, 0.0, -1
CC(C)NC(=O)c1cnn2c(C(F)(F)F)cc(-c3ccccc3)nc12
    -0.8, -4, 0.1, 3
Nc1cccc(-c2nc(Nc3ccccc3)c3ncn(CCN4CCCC4=O)c3n2)c1
    -0.3, 9, 0.0, -4
COc1cc(Nc2ncnc3nc(-c4cccc(C(C)=O)c4)[nH]c23)cc(OC)c1OC
    0.0, 5, -0.2, 18
O=c1c(NC2CC2)c(N2CCN(c3ccc4cccc(-c5ccncc5)c4n3)CC2)c1=O
    2.2, 1, -0.1, 23
O=C(CSc1nnc(-c2cccs2)n1-c1ccccc1)NC(=O)NCc1ccco1
    2.2, 8, 0.0, -1
O=C(Nc1cccc([N+](=O)[O-])c1)c1cc2ccccc2cc1O
    -0.5, -1, 0.0, 34*

# New compounds follow
# Order of results: GPR151 activ, MITF primary, FBW7 activator, TEAD-YAP inh
CCCNS(=O)(=O)c1cc(C(F)(F)F)ccc1Cl
    -2.1, 6, 0.1, -9
Cn1nnc(NC(=O)c2cc(Cl)ccc2Cl)n1
    -0.4, 13, 0.4, 3
O=C(NC1CC1)c1ccc(-c2nc(NCc3ccccc3)c3ncn(C4CCCCC4)c3n2)cc1
    -2.3, 17, 0.1, 16
CNS(=O)(=O)c1cccc(C(=O)OCC(=O)Nc2ccc(C(F)(F)F)cc2)c1
    0.4, 15, 0.0, 6
CC1CCc2c(sc(NC(=O)c3cc4ccccc4o3)c2C(N)=O)C1 (stereo unspecified)
    -0.7, 11, 0.0, 2
O=C(N/N=C/c1cccc([N+](=O)[O-])c1)c1ccncc1
    1.6, 13, 0.2, 6
O=[N+]([O-])c1cc(Cl)ccc1Sc1nnc2ccccn12
    -0.1, 0, -0.2, -10
CCc1c(-c2ccccc2)n(-c2cccc(C)c2)c2nc3c(c(=O)n(C)c(=O)n3C)n12
    1.0, 5, 0.0, -12
CCOc1ccccc1C(=O)Nc1ccc(C)c(Cl)c1
    1.5, -7, 0.1, 8
O=C1C2CCCCN2C(=O)c2ccccc2N1Cc1ccccc1F (stereo unspecified)
    -0.6, -12, 1.2, -1
Cc1ccc(-c2nn(CCC#N)cc2/C=N/O)o1
    1.5&-0.5, 12&19, 0.1&0.3, 3&2
COc1ccc(CN2CCN(Cc3ccccc3OC)CC2)cc1Br
    1.9, 77*, -0.1, 1
CCC(COC)NC(=O)CCc1nnc(CCCCc2ccccc2)o1 (stereo unspecified)
    0.9, 12, 0.1, -6
COc1cccc(/C=C/c2nc3ccccc3c(=O)n2-c2ccc(F)c(Cl)c2)c1OC
    0.4, 5, -0.3, -1
O=C(COC(=O)c1ccccc1O)Nc1ncc(C(F)(F)F)cc1Cl
    -0.8, 14, 1.5, 2
O=C(CC(c1ccccc1)c1ccccc1)Nc1nc2ccccc2s1
    -1.1, 19, 0.3, 8
Cc1ccc(C2C(C#N)=C(N)Oc3n[nH]c(-c4cccnc4)c32)o1 (stereo unspecified)
    -0.7, 14, -0.3, 0
COc1ccc(C2=NN3C(C2)c2cc(Br)ccc2OC3c2ccc(OCc3ccccc3)cc2)cc1 (stereo unspecified)
    -3.4, 6, -0.1, -17
O=C(NCc1ccccn1)C(=O)N/N=C/c1ccccc1Cl
    0.4, 15, 0.1, 8
O=c1/c(=C/c2cccc(Cl)c2)sc2nc(-c3ccco3)nn12
    -0.6, 22, 0.2, 1
COCCCNC(=O)/C(C#N)=C/c1ccc(-c2ccc(Cl)c(Cl)c2)o1
    1.9, 17, 0.0, -1
CCCCC(=O)N(CCn1cccn1)c1nc2c(F)cccc2s1
    -0.4, -2, 0.1, 0
CC(C)[C@@H](Cn1nc(-c2ccc(F)c(F)c2)ccc1=O)NC(=O)C1CCC1
    -0.8, 9, 0.3, -7
CCN(CC)CC(O)CN1CCCCc2nc(C)c(C)cc21 (stereo unspecified)
    -1.8, -12, -0.2, nt
O=C(NCc1ccccn1)C(F)(F)C(F)(F)C(=O)NCc1ccccn1
    -0.5, 7, -1.2, -1
CC1C(=O)N2CCCc3cc(S(=O)(=O)Nc4cccc(Cl)c4)cc1c32 (stereo unspecified)
    -1.2, 22, 0.2, -4
CCCOC(=O)COc1ccc2c(=O)c(-c3ccccc3OC)c(C(F)(F)F)oc2c1
    0.4, 4, 0.1, 11
CCCN1CCN(C(=S)NCc2ccc(Cl)cc2)CC1
    -0.4, -1, 0.5, 2
NS(=O)(=O)c1ccc(CCNC(=O)CSc2nc3cc4c(cc3c(=O)n2Cc2ccco2)OCO4)cc1
    -1.3, 23, 0.2, 6
COc1cc(C(=O)Nc2cccc(-c3nc4ccccc4s3)c2C)cc(OC)c1OC
    -0.4, 0, 0.0, -10

# Pulled by structure from the entries so far:
# Order of results: GPR151 activ, MITF primary, FBW7 activator, TEAD-YAP inh
O=C(N/N=C/c1cccc([N+](=O)[O-])c1)c1ccncc1
    1.6, 13, 0.2, 6
COc1ccc(CCNC(=O)c2cnn3cccnc23)cc1OC
    0.2, 4, -0.1, 1
O=C1C2C3CC(C2C(=O)N1Cc1ccccc1)C1C3N=NN1c1ccccc1[N+](=O)[O-] (stereo unspecified)
    -0.4, 1, -0.1, 5
O=C(COC(=O)c1ccccc1O)Nc1ncc(C(F)(F)F)cc1Cl
    -0.8, 14, 1.5, 2
COC(=O)c1cccc(NC(=O)CSc2nc3cccnc3n2C)c1
    -0.3, 3, 0.0, 5
Oc1oc(-c2ccccc2F)nc1C=Nc1cccc(C(F)(F)F)c1
    0.4, 16, -0.2, -4
O=c1c(NC2CC2)c(N2CCN(c3ccc4cccc(-c5ccncc5)c4n3)CC2)c1=O
    2.2, 1, -0.1, 23

# Among those listed so far, these contain bromine.
# Order of results: GPR151 activ, MITF primary, FBW7 activator, TEAD-YAP inh
COc1ccc(CN2CCN(Cc3ccccc3OC)CC2)cc1Br
    1.9, 77*, -0.1, 1
COc1ccc(C2=NN3C(C2)c2cc(Br)ccc2OC3c2ccc(OCc3ccccc3)cc2)cc1 (stereo unspecified)
    -3.4, 6, -0.1, -17

# Other results follow.
# Order of results: GPR151 activ, MITF primary, FBW7 activator, TEAD-YAP inh
CCc1nn(CC(=O)NCCCN(C)C)c(=O)c2cc3sc(C)cc3n12
    -0.4, -1, -0.1, -1
CN1C(=O)NC(c2ccc(F)cc2)C(C(=O)c2cccs2)C1(O)C(F)(F)F (stereo unspecified)
    1.0, 7, 0.1, -23
O=C(CCC(=O)OCC(=O)c1ccc(Br)cc1)Nc1cccc(Cl)c1
    0.4, 25, 0.1, -1
COc1ccc(OC)c(C2=NOC(C(=O)N3CCCC3)C2)c1 (stereo unspecified)
    0.0, 4, -0.1, 7
CCc1ccc(C2c3c(-c4ccccc4O)n[nH]c3C(=O)N2CCCOC)cc1 (stereo unspecified)
    -1.4, 9, -0.1, 10
O=C(COc1cc([N+](=O)[O-])ccc1[N+](=O)[O-])c1ccc(Br)cc1
    3.7, -1, -0.1, 2
CCOc1cc2c(cc1OCC)C1CN(C2)Cc2cc(OCC)c(OCC)cc21
    0.5, -2, -0.2, -7
Cc1ccc(C2SC(=O)NC3=C2C(=O)c2ccccc23)cc1 (stereo unspecified)
    -0.4, 14, -0.6, -28
CC(=O)NC1=NN(C(C)=O)C(C)(c2ccc(C)o2)S1 (stereo unspecified)
    0.0, 4, -0.1, -5
COc1ccccc1NC(=S)N1CCC(NC(=O)c2ccco2)CC1
    0.5, -1, 0.1, -5
CN(C)c1ccc(C2CC(c3ccc4ccccc4c3)=NN2C=O)cc1 (stereo unspecified)
    -0.9, 24, 0.1, -20
Cc1cc(C)cc(N2C(=O)CSC2c2ccc(F)c(F)c2)c1 (stereo unspecified)
    0.4, 3, -0.2, -9
NC(=O)c1c(NC(=O)CN2C(=O)NC3(CCCC3)C2=O)sc2c1CCCC2
    0.2, 9, 0.5, 8
CCOC(=O)N1CCN(C(=O)CN(c2cccc(OC)c2)S(=O)(=O)c2ccc(C)cc2)CC1
    0.7, -9, 0.0, 0
Cc1cc(C(F)(F)F)nc(SCC(=O)Nc2nccs2)n1
    -1.3, 22, -0.2, -5
CC(C)(C)CC(C)(C)c1ccc(OCC(=O)NNC(=O)Nc2ccccc2)cc1
    -0.4, 0, -0.1, -4
COc1ccc(CCNS(=O)(=O)c2ccc(F)c(C(=O)Nc3ccccc3C(F)(F)F)c2)cc1OC
    0.1, -11, -0.1, -5
O=C(CSc1ncnc2c1oc1ccccc12)N1CCCCCC1
    2.3, 7, 0.0, -5
COc1ccc(OC)c(C2C(C(=O)OC3CCCCC3)=C(C)NC3=C2C(=O)CC(c2ccccc2)C3)c1 (stereo unspecified)
    0.3, -8, 0.0, 7
CCOc1ccc(-c2nc(-c3ccncc3)no2)cc1OCC
    4.9*, 9, -0.1, -3
CCOc1ccc(-c2nnc(SCC(=O)N3CCc4ccccc43)o2)cc1
    0.9, -2, -0.1, -1
O=C1CSC(=Nc2ccc(C(=O)O)cc2)N1
    -0.2, 4, 0.3, 0
COc1ccccc1-c1csc(NC(=O)c2ccc(-c3ccccc3)cc2)n1
    0.8, 7, 0.3, -7
CC(=O)c1cc2c(cc1NC(=O)c1cnn3c(C(F)(F)F)cc(-c4ccc(C)cc4)nc13)OCO2
    -0.8, 0, 0.1, -8
CCC1(C)N=c2c(c(=O)n(C)c(=O)n2C)=NO1 (stereo unspecified)
    -0.5, 19, 1.0, 0
Cc1cc2nc(C3CCCN3C(=O)CCn3cnnn3)[nH]c2cc1C (stereo unspecified)
    0.3, -8, 0.1, -6
Cn1c(CN2CCCC2)nc2cc(NS(C)(=O)=O)ccc21
    -2.0, 5, 0.6, 11
COc1cccc(CN2C(=O)NC(C)(C3CCN(C(=O)CC(C)C)CC3)C2=O)c1OC (stereo unspecified)
    1.2, 6, 0.0, 0
N#Cc1ccccc1NC(=O)CSc1n[nH]c(-c2ccccc2)n1
    -0.2, 1, 0.1, 10
Cc1cc(NC(=O)c2ccc3c(c2)C(=O)N(c2cccc(C)c2C)C3=O)no1
    -1.1, 18, 0.9, -17

# Later entries:
# Order of results: GPR151 activ, MITF primary, FBW7 activator, TEAD-YAP inh
Cc1ccc(S(=O)(=O)CCC(=O)OCC(=O)c2ccc(Br)s2)cc1
    0.6, -2, 0.1, 6
CC(C)(C)C(=O)Nc1nnc(SCC(=O)Nc2nccs2)s1
    -0.1, 7, 0.1, 5
COc1ccc(S(=O)(=O)N/N=C/c2cc3c(cc2Cl)OCO3)cc1
    -0.6, 2, 0.1, -10
CCOc1cc(C2NC(=O)NC(C)=C2C(=O)OCC(C)C)ccc1O (stereo unspecified)
    4.7, 1, 0.2, 3
Cc1cc(-c2nnc(CCC(=O)N(C)C(C)c3ccc4c(c3)OCCO4)o2)c(C)o1 (stereo unspecified)
    -0.5, -7, 0.0, -42
Cn1cnnc1SCC(=O)N1c2ccccc2Sc2ccccc21
    0.9, 12, 0.6, -6

# High-throughput results as filed in PubChem.
